# High-throughput results deposited in PubChem BioAssay by several laboratories.
# H9c2 protect = myocardial damage modulation in H9c2 cells; H9c2 cardiomyocytes, H2O2 injury protection, ATPLite, 2 h; protection from H2O2 cell death, % at 20 µM; 360,000 tested, 0.63% active;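 active means compounds giving at least 50% protection of heart cells from peroxide-induced death in the single-dose screen, raw or plate-pattern-corrected value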;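 further: 0% = DMSO wells with peroxide and 100% = DMSO wells without peroxide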
# ABCB6 inh MLPCN = inhibitors of human ABC transporter ABCB6. AID 602162. fluorescence ratio to DMSO, % at 10 µM. K562-ABCB6 porphyrin accumulation, flow cytometry, 1 h; hits give low values. 360,000 tested, 0.19% active. Q9NP58;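 active means fluorescence ratio to DMSO below 75%, the collection mean minus 3 SD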;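 further: signal is porphyrin accumulated inside mitochondria; 100% equals median channel fluorescence of DMSO control wells; lower ratio means ABCB6 inhibition with less porphyrin fluorescence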
# m5-HT2A agonist = mouse HTR2A agonism via beta-arrestin recruitment; CHO-K1 mHTR2A beta-arrestin complementation, luminescence; percent of 30 µM serotonin response; activation, % at 7.6 µM; 360,000 tested, 0.66% active; AID 624169;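 active means activation above a run cutoff, the mean activation of all tested compounds plus 3 SD, cut at about 14% in these data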;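 further: 0% = plate median of compound wells and 100% = 30 µM serotonin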
# Exocytosis inh = lytic granule exocytosis inhibition. TALL-104 LAMP-1 surface exposure, flow cytometry; cells stimulated with thapsigargin and PMA. inhibition, % at 10 µM. 360,000 tested, 0.66% active;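 active means inhibition above about 55%, limit read from the data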
# MC4R antagonist = blocks human MC4R cAMP signaling | P32245 | MC4R-expressing cells, MTII-stimulated cAMP, LANCE TR-FRET | inhibition, % at 6.5 µM | 360,000 tested, 0.48% active | AID 540295;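 active means inhibition above its plate's cutoff, the mean of tested wells on that plate plus 3 SD, cut at about 29% in these data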;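 further: 0% = Melanotan II alone and 100% = Melanotan II plus saturating MCL0020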
#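 Material: human MC4R-expressing U2OS cells. Probe or stimulus: Melanotan II challenge. Dosing: 6.5 µM single dose. Times: 30-min compound, 1-h challenge, 1-h detection, room temperature. Technique: TR-FRET with Eu-cAMP and labeled anti-cAMP, 671 nm. Replication: singlicate.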
# ABHD5 PLIN5 PPI = ABHD5-PLIN5 protein interaction inhibition | Q00G26+Q8WTS1 | Split G. princeps luciferase complementation, luminescence, 4 h | inhibition, % at 4 µM | 360,000 tested, 0.78% active;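 active means inhibition above the mean inhibition across every tested compound plus 3 SD, cut at about 22% in these data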;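 further: 0% = DMSO only wells and the 100% control is not disclosed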
# Target sequence (Q00G26 whole entry, looked up): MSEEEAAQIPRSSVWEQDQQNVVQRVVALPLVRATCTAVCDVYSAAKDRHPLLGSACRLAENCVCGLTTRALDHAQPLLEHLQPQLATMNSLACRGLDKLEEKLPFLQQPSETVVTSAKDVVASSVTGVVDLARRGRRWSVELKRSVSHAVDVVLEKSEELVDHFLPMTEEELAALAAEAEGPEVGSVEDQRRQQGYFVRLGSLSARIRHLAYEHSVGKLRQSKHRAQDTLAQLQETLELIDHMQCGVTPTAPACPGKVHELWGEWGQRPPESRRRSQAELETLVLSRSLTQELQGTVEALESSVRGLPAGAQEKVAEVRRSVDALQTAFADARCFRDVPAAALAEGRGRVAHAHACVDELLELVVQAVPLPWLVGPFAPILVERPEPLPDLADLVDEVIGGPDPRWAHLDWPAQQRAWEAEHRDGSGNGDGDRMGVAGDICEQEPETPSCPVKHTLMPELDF
# Target sequence (Q8WTS1 whole entry, looked up): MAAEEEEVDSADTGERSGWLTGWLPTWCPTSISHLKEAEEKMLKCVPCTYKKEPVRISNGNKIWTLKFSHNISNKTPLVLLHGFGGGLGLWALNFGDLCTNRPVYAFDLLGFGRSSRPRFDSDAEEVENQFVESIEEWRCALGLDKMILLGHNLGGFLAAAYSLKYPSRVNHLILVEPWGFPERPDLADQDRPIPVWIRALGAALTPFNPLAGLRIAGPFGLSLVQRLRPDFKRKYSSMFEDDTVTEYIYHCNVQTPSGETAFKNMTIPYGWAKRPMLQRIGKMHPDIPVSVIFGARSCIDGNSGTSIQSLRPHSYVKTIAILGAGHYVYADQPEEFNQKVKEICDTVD
# MC4R barr agon = agonists of human melanocortin 4 receptor (MC4R) beta-arrestin. P32245. U2OS MC4R beta-arrestin complementation, luminescence; percent of melanotan II response, DMSO zero. activation, % at 8.9 µM. 360,000 tested, 0.98% active. AID 540308;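 active means activation above a per-plate cutoff, the mean activation of sample wells on that plate plus 3 SD, cut at about 8% in these data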
# N-glyco inh = blocks N-linked glycosylation in D54 reporter cells; D54 ERlucT glycosylation luciferase reporter, 24 h; percent of 100 nM tunicamycin response; reporter increase, % at 12.5 µM; 360,000 tested, 0.23% active; AID 588692;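 active means mean luciferase reporter signal, scaled so untreated is 0 and the glycosylation-blocking control 100, at or above a set limit in every replicate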;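 further: luciferase carries N-glycosylation sites so blocking glycosylation raises the light; 0% = median of neutral control wells and 100% = median of 100 nM tunicamycin wells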
# aDG glyco act = increases alpha dystroglycan glycosylation | Pro5-aDG cells, alpha-DG glycosylation AlphaScreen (IIH6); 0% Pro5, 100% B10-LARGE cell signal | 360,000 tested, 0.22% active | activation, % at 10 µM;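 active means activation of at least 8% versus controls, or a plate z-score of at least 8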;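 further: Pro5 are CHO cells carrying HIG-tagged alpha-DG that lacks glycosylation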
# iPSC survival up = increases survival of single human iPS cells; 360,000 tested, 0.044% active; survival enhancement, % at 20 µM; hiPSC single-cell survival, ATPlite luminescence; 100% = ROCK inhibitor wells, 0% = DMSO; AID 602274; in the data active means survival enhancement above about 18%;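 further: cells exposed to compounds for 16 hours before the ATP read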
# Active calls of the source: *; nt = not tested or not shown.
Compound	H9c2 protect	ABCB6 inh MLPCN	m5-HT2A agonist	Exocytosis inh	MC4R antagonist	ABHD5 PLIN5 PPI	MC4R barr agon	N-glyco inh	aDG glyco act	iPSC survival up
O=C(NCCN1CCOCC1)/C(=C/c1ccc(Cl)cc1)NC(=O)c1ccccc1	2	102	1	3	9	0	-1.9	2	0.0	-0.3
CCCCCCCCS(=O)c1sc2nc(C)cc(C)c2c1N (stereo not drawn)	0	93	-1	-7	-2	-5	0.1	-3	-0.1	1.2
CCn1c(CC(=O)Nc2ccc(F)cc2)nnc1SCC(=O)Nc1nncs1	0	98	-1	-31	20	-3	1.8	0	-0.1	0.3
Cc1nc2ncnn2c(C)c1CCC(=O)N1CCN(c2ccccn2)CC1	-3	90	4	1	6	4	-0.4	0	0.0	2.2
COc1ccc(CCn2c(C)cc(C(=O)CSc3nnc(N)s3)c2C)cc1	0	92	-3	-1	2	7	-0.2	-2	4.0	1.0
O=C(c1cc(-c2cccc3ccccc23)nc2ccccc12)N1CCN(CCO)CC1	39	98	7	0	8	13	2.7	1	-0.4	-0.4
CCOC(=O)c1c(C)[nH]c(C(=O)OCc2csc(CC(=O)Nc3ccccc3C)n2)c1C	1	102	3	-3	8	-20	0.7	0	1.7	-0.4
CC(C)NC(=O)CCNC(=O)c1ccc(F)cc1	2	98	0	0	17	-2	0.4	2	0.0	11
CC(C)C[C@H](NC(=O)C1CCN(S(=O)(=O)c2ccccc2)CC1)C(=O)NCc1ccncc1	2	99	-1	1	0	8	-1.9	1	4.1	0.0
COc1ccccc1CN1CCNC(=O)C1CC(=O)NCC1CCOCC1 (stereo not drawn)	-2	97	-5	-4	19	2	-1.5	2	-0.1	-0.5
C/C(=N\Nc1cc(C(F)(F)F)ccc1Cl)c1ccccc1O	-7	101	-2	-1	0	-2	2.9	2	0.0	0.6
COc1ccc(NC(=O)CN(C)C(=O)c2ccc(NC3CC3)c([N+](=O)[O-])c2)cc1	-2	104	8	-5	-6	-1	-1.1	-1	-0.2	-0.5
CCN(CC)c1ccc(N=Cc2cc(Br)ccc2O)cc1	-5	109	6	17	-1	7	-0.5	1	-0.1	-1.2
COc1cc(C(=O)NC(=S)Nc2cccc(-c3cc4ccccc4oc3=O)c2)cc(OC)c1OC	14	95	-2	-4	0	5	-1.3	-2	-0.3	-3.2
N#C/C(=C\c1ccccc1O)C(=O)Nc1ccccn1	1	107	1	-4	-7	-3	4.0	1	0.1	-0.4
O=S1(=O)CCN(Cc2cccnc2)CC1	3	100	12	-4	3	3	-0.9	0	-0.2	0.2
CC1=C(C(=O)NCc2ccccc2)C(c2ccc(C)o2)n2ncnc2N1 (stereo not drawn)	6	93	1	-4	1	1	-1.2	-1	0.0	-0.5
CCOc1ccc(CN2C(=O)c3ccccc3Sc3ccc(C(=O)NCCCN4CCOCC4)cc32)cc1	0	100	-2	-5	5	1	0.0	0	0.0	0.1
Cc1ccc(CNc2ccc(S(=O)(=O)N3CCOCC3)cc2[N+](=O)[O-])cc1	-9	91	-8	4	2	3	-1.2	-4	-0.4	-1.6
COc1cc2c(cc1NC(=O)Nc1cccc(C)c1)oc1ccccc12	-4	94	4	0	6	-1	11*	0	0.2	-4.1
O=C(COC(=O)CCCN1C(=O)c2ccccc2C1=O)Nc1cc(Cl)cc(Cl)c1	-7	96	-1	-1	0	1	1.6	0	-0.1	-0.8
CSc1ccc(CN2CCC2(C)C(=O)Nc2cccc(NS(C)(=O)=O)c2)cc1 (stereo not drawn)	3	94	6	-5	16	0	0.7	4	0.0	0.5
Cc1ccc(S(=O)(=O)N2CCC(C(=O)NC3CC3)CC2)cc1	10	95	-2	-14	14	-3	-1.3	0	0.0	0.0
CC(=O)Nc1ccc(NC(=O)c2cc(S(=O)(=O)N3CCCCC3)ccc2C)cc1	-2	100	0	-4	5	0	-1.7	2	-0.1	4.5
O=C(Nc1ccc(Cl)c(Cl)c1)Nc1ccccc1O	-13	99	-4	-7	-3	-3	-0.8	-4	0.2	0.2
O=C1NC[C@@H](CCCCN2CCN(CCc3ccc(O)cc3)C(=O)C2=O)N(CC2CCCCC2)C1=O	nt	96	8	-3	nt	1	nt	nt	0.3	0.2
CC1Sc2ccc(C(=O)N(CCc3ccccc3)Cc3ccccc3)cc2NC1=O (stereo not drawn)	6	96	-5	1	18	3	0.8	-4	0.1	4.9
CCCCN1CC(COCc2ccccc2)Oc2cccc(Oc3ccc(F)cc3)c2S1(=O)=O (stereo not drawn)	-9	95	-3	-1	6	-2	-0.6	-6	0.1	-2.0
O=C(NCCc1ccccc1)c1ccc2c(c1)OCCCO2	-22	93	-4	5	-3	-9	-1.2	-20	-0.1	-0.7
COc1ccc(-c2nc(CS(=O)CC(=O)NCCCN3CCCC3)c(C)o2)cc1OC (stereo not drawn)	3	99	0	-2	0	-4	-1.7	2	-0.2	0.0
Cc1ccc(S(=O)(=O)/C=C2\NC(=O)CS2)cc1	14	108	3	4	5	-3	-2.2	1	0.0	-1.7
Cc1nc2ccccn2c(=O)c1NC(=O)COc1ccccc1	7	98	4	-1	10	-1	-0.3	-1	-0.2	6.0
Clc1ccccc1N1CCN(Cc2ccc(Br)o2)CC1	16	90	-9	0	-3	-4	-1.2	0	0.0	-0.8
CN1CCN(C(=S)NC(=O)/C=C/c2cccc3ccccc23)CC1	-4	93	-7	2	12	0	-0.6	-2	0.3	-0.1
CC(NC(=O)c1ccc(CS(=O)(=O)Cc2ccccc2F)o1)c1ccc2c(c1)OCCO2 (stereo not drawn)	12	93	-5	5	10	7	0.0	2	-0.1	-0.5
N#Cc1ccccc1COC(=O)c1cc(=O)c2ccccc2o1	41	91	1	10	10	-1	-1.0	0	-0.3	0.9
Cc1ccc(C)c(S(=O)(=O)N2CCN(Cc3cc4c(cc3O)OCO4)CC2)c1	-2	97	-5	-3	-8	25*	-2.2	1	0.1	-0.2
N#Cc1ccc(/C=N/N=C(N)N)cc1	4	94	-1	-2	-1	-2	-1.2	-1	0.5	-1.5
CC(=O)c1c(N2CCOCC2)nc(=O)n(-c2ccccc2)c1C	6	94	-2	3	-3	0	1.5	-2	-0.2	0.5
CC(C)[C@H](NC(=O)c1ccc(F)cc1)C(=O)OCC(=O)NC(=O)c1cccn1C	-2	99	7	1	4	-5	1.1	0	-0.2	-3.1
CSCCC(NC(N)=O)C(=O)NCc1ccccc1Cl (stereo not drawn)	3	95	4	2	1	-3	1.5	0	-0.2	-0.9
Cn1c(=O)[nH]c2c(c(C(=O)O)nn2C)c1=O	4	95	7	1	0	19	0.2	-1	-0.2	-0.8
CCC(C(=O)Nc1ncn[nH]1)(C(F)(F)F)C(F)(F)F	-3	101	1	2	3	7	0.4	4	-0.1	-0.4
N#Cc1ccc(S(=O)(=O)N2CCN(C(=O)C3CC(=O)N(c4ccc5c(c4)OCCO5)C3)CC2)cc1 (stereo not drawn)	0	90	7	8	5	4	0.0	-2	0.2	-0.4
COC(=O)c1cccc(CSc2nnc(-c3ccco3)n2-c2ccccc2)c1	-2	95	6	-2	6	3	-1.4	-3	0.3	-1.4
Cn1c(=O)c2c(nc(CN3CCN(CCO)CC3)n2Cc2cccc3ccccc23)n(C)c1=O	-1	100	1	10	9	-1	-0.8	-1	-0.1	6.8
Clc1ccccc1Cn1nnc2c(NCCN3CCOCC3)ncnc21	5	98	1	-1	4	-7	0.3	-3	0.1	-2.8
CC1(C(=O)NS(=O)(=O)c2ccccc2)CCN1C(=O)CC1CC1 (stereo not drawn)	3	97	0	3	6	6	0.8	2	-0.2	-0.4
CC(NS(=O)(=O)c1ccc(Br)cc1)C(=O)NCC1CCCO1 (stereo not drawn)	11	94	4	6	41*	2	-1.2	2	-0.3	-0.5
NC1=NC[C@H](c2ccccc2)N1CCc1cccc(F)c1	-5	102	-3	-7	5	4	0.0	2	-0.3	-3.4
CCCCCC(=O)Nc1ccc2ccccc2c1	-6	102	0	-2	0	0	1.1	-2	0.0	-0.2
Cc1cc(N)n(-c2ccc([N+](=O)[O-])cc2)n1	-2	96	7	-4	-3	6	0.7	1	-0.2	-0.3
C=CCN(CC(=O)NCC1CCCO1)C(=O)CCC(=O)Nc1cc(C)on1 (stereo not drawn)	-5	103	-2	-1	1	-4	1.0	0	0.1	-2.7
COc1cc(C#N)ccc1OC(=O)C1CCN(C(=O)c2ccc(F)cc2)CC1	3	96	-10	3	9	-1	-1.1	2	0.1	1.9
COc1ccc(S(=O)(=O)N2CCC(C(=O)N3CCOCC3)CC2)cc1	-2	97	1	4	0	0	0.2	-2	0.2	-2.6
CCCC(=O)OCC1CN(Cc2ccco2)S(=O)(=O)c2c(F)cccc2O1 (stereo not drawn)	11	96	0	-5	-3	5	-0.6	0	0.1	1.7

# In a second layout: entries from further up
NC1=NC[C@H](c2ccccc2)N1CCc1cccc(F)c1
  H9c2 protect = -5; ABCB6 inh MLPCN = 102; m5-HT2A agonist = -3; Exocytosis inh = -7; MC4R antagonist = 5; ABHD5 PLIN5 PPI = 4; MC4R barr agon = 0.0; N-glyco inh = 2; aDG glyco act = -0.3; iPSC survival up = -3.4
CCCCCC(=O)Nc1ccc2ccccc2c1
  H9c2 protect = -6; ABCB6 inh MLPCN = 102; m5-HT2A agonist = 0; Exocytosis inh = -2; MC4R antagonist = 0; ABHD5 PLIN5 PPI = 0; MC4R barr agon = 1.1; N-glyco inh = -2; aDG glyco act = 0.0; iPSC survival up = -0.2

# Next part.
Compound	H9c2 protect	ABCB6 inh MLPCN	m5-HT2A agonist	Exocytosis inh	MC4R antagonist	ABHD5 PLIN5 PPI	MC4R barr agon	N-glyco inh	aDG glyco act	iPSC survival up
Cc1cc(C)nc(NC(=O)CSc2nnnn2-c2ccccc2)n1	2	102	0	-6	0	12	-1.4	-1	-0.3	0.3
CCNc1nc(SC(C(C)=O)C(C)=O)nc(N(C)C)n1	14	103	7	5	4	5	-1.2	10	-0.1	-1.6
CSc1ccccc1OCc1cc(C(=O)N2CCC[C@H]2C(N)=O)no1	-1	92	15*	-2	-1	-6	-4.3	3	0.2	0.1
Cc1ccc(-n2cnc3c(=O)[nH]cnc32)cc1	3	96	3	-4	1	6	-0.4	2	-0.1	1.4
CSC(=NNC(=O)c1ccc(O)cc1)SC	9	92	-8	4	4	0	0.3	0	-0.5	1.5
COc1ccc(-c2ccc(CN3C(C(C)C)C(=O)N(Cc4cn(CC5CCCCC5)nn4)CCS3(=O)=O)cc2)cn1 (stereo not drawn)	-8	98	-2	0	5	4	-0.2	-3	0.3	0.0
CNc1ccccc1C(=O)OCC(=O)N(CCOC)c1c(N)n(CC(C)C)c(=O)[nH]c1=O	-1	98	8	12	3	-4	-2.6	-1	0.2	-0.4
O=C(NNC(=O)c1ccc2ccccc2c1O)NC1CCCCC1	1	97	1	-2	7	6	-1.4	1	0.1	-0.2
CC1CCCC(C)N1C(=O)COC(=O)c1ccco1 (stereo not drawn)	-2	100	2	0	3	-11	-0.9	1	0.1	1.2
CC(C)(C)C1CCC(=O)C(C2(O)C(=O)Nc3ccccc32)C1 (stereo not drawn)	0	94	2	19	0	3	-0.4	1	0.2	-0.7
